PG9 Ab binder – small molecules binding HIV-1 gp120 antibody PG9. inhibition, % at 6.7 µM. 360,000 compounds, 0.43% hits. AID 624416. TR-FRET gp120-PG9 antibody binding; in the data active = inhibition above about 8.5%
SMARCA2 activ – increases SMARCA2 function in MMTV reporter cells. activation, % at 9.1 µM. 370,000 compounds, 1% hits. MG213 cells, MMTV-luciferase reporter, dexamethasone, overnight; in the data active = activation above about 7.8%;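 also: 0% = vehicle wells and 100% = reference activator wells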
NPR2 activator – GC-B (human) receptor activation; AID 1920062; HEK293-GC-B cells, CNP EC30, cGMP TR-FRET; 0% at EC30 CNP, 100% saturating CNP; P20594; activation, % at 10 µM; 370,000 compounds, 0.11% hits;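 active = activation at 10 µM reaching about 35% in either raw or pattern-adjusted values, limit read from the data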
Rev-erbA mod – modulators of human Rev-erb alpha DNA binding | P20393 | activity, % at 10 µM | 370,000 compounds, 0.79% hits | AID 1259318 | Rev-erbα–FITC-DNA binding, fluorescence polarization, 90 min;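 active = activity above about 14%, limit read from the data; passing the limit was not always enough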;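 also: 0% = DMSO wells with 35 nM protein and 100% = DMSO wells with 750 nM protein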
Target sequence (P20393 whole entry, looked up): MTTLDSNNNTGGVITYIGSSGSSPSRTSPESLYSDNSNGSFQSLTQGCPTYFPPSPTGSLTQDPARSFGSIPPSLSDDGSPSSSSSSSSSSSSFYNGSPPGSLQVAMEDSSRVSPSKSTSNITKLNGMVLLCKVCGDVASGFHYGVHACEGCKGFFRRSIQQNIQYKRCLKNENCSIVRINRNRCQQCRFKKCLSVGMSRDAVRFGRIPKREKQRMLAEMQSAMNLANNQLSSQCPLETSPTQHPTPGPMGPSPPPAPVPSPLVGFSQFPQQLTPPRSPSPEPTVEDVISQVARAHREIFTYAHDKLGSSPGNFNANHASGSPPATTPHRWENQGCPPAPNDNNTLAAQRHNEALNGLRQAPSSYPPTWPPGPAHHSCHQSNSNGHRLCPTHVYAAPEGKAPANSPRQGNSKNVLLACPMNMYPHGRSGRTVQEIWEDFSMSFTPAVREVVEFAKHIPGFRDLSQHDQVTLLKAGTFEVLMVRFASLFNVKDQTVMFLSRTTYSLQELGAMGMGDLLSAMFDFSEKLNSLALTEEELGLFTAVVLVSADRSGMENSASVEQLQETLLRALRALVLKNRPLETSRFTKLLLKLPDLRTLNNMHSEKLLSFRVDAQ
rCAG RNA binder – binds r(CAG) RNA repeats. r(CAG) RNA repeat, TO-PRO-1 dye displacement fluorescence. inhibition, % at 3 µM. 370,000 compounds, 1.3% hits. AID 651821;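 active = inhibition above the plate cutoff, the mean of all test compounds on that plate plus 3 SD, cut at about 35% in these data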;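 also: 0% = DMSO alone and 100% = 100 µM mitoxantrone as full dye displacement; higher means more dye released from RNA so lower well fluorescence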
ABHD4 inh – inhibits mouse alpha/beta hydrolase domain 4; purified mABHD4, FP-Rh probe fluorescence polarization; inhibition, % at 8.92 µM; 370,000 compounds, 0.54% hits;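 active = inhibition exceeding the mean over every tested compound plus 3 SD, cut at about 30% in these data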;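 also: 0% = plate median of compound wells and 100% = S159A mutant with DMSO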
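Assay system: mABHD4 protein; medium: HEPES pH 7.0, NaCl, Pluronic buffer; dosing: 8.92 µM, single dose; schedule: 45 min + 60 min at 25 °C; signal: FP readout, ex 525 nm / em 598 nm; read-out: normalized percent inhibition of probe labeling; repeats: single replicate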
ARFGAP1 inh – inhibits rat ARF GTPase activating protein 1 | Q62848 | Arfgap1-stimulated ARF1 GTP hydrolysis, GDP FP detection | inhibition, % at 16.5 µM | 360,000 compounds, 0.26% hits | AID 651572;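 active = inhibition above a per-plate limit, mean inhibition of low control wells plus 3 SD, cut at about 25% in these data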;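 also: 0% = DMSO wells with enzyme and 100% = wells lacking Arfgap1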
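Replicates: Single well per compound | Assay system: Truncated rat Arfgap1 GAP domain | Control set: No-Arfgap1 wells (100%) versus DMSO full-reaction wells (0%) | Times: Enzyme reaction 120 min at 25 °C after 20 min preincubation | Reagent: Human ARF1(Δ1-17)-GTP substrate | Measured by: Tracer-displacement fluorescence polarization with EDTA stop, 620/688 nm | Measure: Percent inhibition of Arfgap1-stimulated GTP hydrolysis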
ASAP1 GAP inh – inhibitors of human ASAP1 ArfGAP activity. inhibition, % at 16.5 µM. Q9ULH1. 360,000 compounds, 0.19% hits. ASAP1-stimulated ARF1 GTP hydrolysis, GDP FP detection; in the data active = inhibition above about 25%;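 also: 0% = vehicle with enzyme and substrate and 100% = no enzyme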
Target sequence (Q9ULH1 325-724 limits assumed): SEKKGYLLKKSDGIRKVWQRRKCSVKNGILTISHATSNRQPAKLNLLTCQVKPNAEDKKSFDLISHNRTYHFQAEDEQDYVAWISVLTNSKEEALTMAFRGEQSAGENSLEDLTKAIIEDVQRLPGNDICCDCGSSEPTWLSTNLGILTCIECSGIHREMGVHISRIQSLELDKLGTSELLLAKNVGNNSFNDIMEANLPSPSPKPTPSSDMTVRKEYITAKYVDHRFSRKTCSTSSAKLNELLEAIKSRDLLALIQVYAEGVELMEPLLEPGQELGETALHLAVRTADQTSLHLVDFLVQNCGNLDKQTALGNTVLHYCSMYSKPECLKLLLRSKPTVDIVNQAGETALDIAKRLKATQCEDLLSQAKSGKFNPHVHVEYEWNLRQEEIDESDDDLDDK
HTRA1 inh – blocks human HTRA1 serine peptidase | AID 504803 | inhibition, % at 5.96 µM | 340,000 compounds, 0.5% hits | recombinant HTRA1, FP-rhodamine activity-based probe, fluorescence polarization; in the data active = inhibition above about 36%;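 also: 0% = enzyme with DMSO and 100% = wells lacking enzyme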
NPR1 activator – GC-A (human) enzyme activation; AID 1671463; P16066; 370,000 compounds, 0.14% hits; activation, % at 10 µM; HEK293 GC-A cells, cGMP TR-FRET, EC30 ANP; 0% at EC30 ANP, 100% saturating ANP; in the data active = activation above about 40%
* marks the source's active call; other numbers are inactive results; . = not tested or not shown; & = joins results of further samples.

[1] Cc1cccc(NC(=O)CNC(=O)Cc2ccc(S(=O)(=O)N3CCOCC3)s2)c1C
[2] COc1ccc(NC(=O)/C(=C/c2ccc3c(c2)OCO3)NC(C)=O)cc1
[3] N#CCCn1cc(C=O)c(-c2cccs2)n1
[4] Nc1cc(C(F)(F)F)ccc1OCC1CCCO1 (stereo unspecified)
[5] O=C(Nc1nnc(Cc2ccccc2F)s1)Nc1ccccc1F
[6] COc1cc(C2CC(=O)N(CC(=O)NCc3ccco3)c3ccccc3S2)cc(OC)c1OC (stereo unspecified)
[7] CCN1CCN(c2ccc(S(=O)(=O)N3CCOCC3)cc2NC(=O)/C=C/c2ccc([N+](=O)[O-])cc2)CC1
[8] C[C@@H]1CNC(=O)c2c(C(=O)NCC(=O)OC(C)(C)C)ncn21
screen / no.	1	2	3	4	5	6	7	8
PG9 Ab binder	-1.6	-1.4	-3.9	0.2	2.5	-1.0	-2.2	-0.2
SMARCA2 activ	-2	2	-1	-1	1	-2	11*	5
NPR2 activator	4	4	3	4	0	-3	-4	0
Rev-erbA mod	-11	1	-5	-3	-5	1	-4	-1
rCAG RNA binder	10	-6	-2	-4	1	-3	4	3
ABHD4 inh	3	-7	-2	-2	-4	-10	16	-2
ARFGAP1 inh	0	6	0	-3	2	8	37*	3
ASAP1 GAP inh	-3	0	1	-7	6	4	13	1
HTRA1 inh	2	-2	7	-1	-7	-1	6	-4
NPR1 activator	3	3	-3	0	6	-8	-2	1

Single records, from the list above. Order of screens: PG9 Ab binder | SMARCA2 activ | NPR2 activator | Rev-erbA mod | rCAG RNA binder | ABHD4 inh | ARFGAP1 inh | ASAP1 GAP inh | HTRA1 inh | NPR1 activator
Listed for CCN1CCN(c2ccc(S(=O)(=O)N3CCOCC3)cc2NC(=O)/C=C/c2ccc([N+](=O)[O-])cc2)CC1 : -2.2 | 11* | -4 | -4 | 4 | 16 | 37* | 13 | 6 | -2
Listed for Cc1cccc(NC(=O)CNC(=O)Cc2ccc(S(=O)(=O)N3CCOCC3)s2)c1C : -1.6 | -2 | 4 | -11 | 10 | 3 | 0 | -3 | 2 | 3

(continued)
[9] O=C(NNC(=O)c1ccccc1Br)c1cccc(Cl)c1
[10] CCn1c2ccccc2c2nc3cc(C(=O)O)ccc3nc21
[11] O=c1[nH]c(NCCO)nc2c1C1(CCCCC1)Cc1ccccc1-2
[12] Cc1ccc(NC(=O)C2CCCO2)cc1[N+](=O)[O-] (stereo unspecified)
[13] COc1ccc2c(C)cc(SCC(=O)Nc3ncc(Cl)cc3Cl)nc2c1
[14] CCCNC(=O)NC(=O)CSc1cccc(C(F)(F)F)c1
[15] Cc1ccc(C(=O)Nc2nc(=O)n(C(=O)C3CC3)s2)cc1
[16] Cc1cccc(OCc2nnc(SCC(=O)NC3CCCC3)n2C)c1
screen / no.	9	10	11	12	13	14	15	16
PG9 Ab binder	1.7	-1.1	-3.2	-1.0	14*	2.8	1.4	-1.4
SMARCA2 activ	4	4	1	-1	-4	-1	0	1
NPR2 activator	-1	0	-1	2	1	1	4	-3
Rev-erbA mod	-2	-3	3	-6	119*	0	2	-1
rCAG RNA binder	0	8	4	-3	3	-7	5	-1
ABHD4 inh	5	-2	-6	-5	0	-2	-1	-2
ARFGAP1 inh	-3	-2	6	8	9	-2	12	0
ASAP1 GAP inh	-1	2	-9	6	-14	-4	8	6
HTRA1 inh	-4	-1	-4	1	-1	5	-4	6
NPR1 activator	5	9	0	-1	-2	2	0	0

[17] COc1cccc(CNC(=O)c2cccc(NC(=O)C3=C(C)OCCS3)c2)c1
[18] Cc1cc2cc(CNS(=O)(=O)N(C)C)ccc2[nH]1
[19] COc1ccc(C(C)(NC(C)=O)c2nc(-c3ccc(F)c(Cl)c3)cs2)cc1 (stereo unspecified)
[20] CCCNC(=O)Nc1ccc2c(c1)C(=O)N(C)[C@H]1CC[C@H](CC(=O)NCC3CCCCC3)O[C@@H]1CO2
[21] Cc1cccc(N2CCN(C(=O)COc3ccc4c(C)cc(=O)oc4c3C)CC2)c1C
[22] O=C(CSc1nc(-c2ccccc2)cs1)Nc1nccs1
[23] O=C(CN1CCCCC1)NNC(=O)c1cccc(Br)c1
[24] COc1ccc(O)c(C(=O)c2cc(C(=O)NCCc3ccccc3)c(=O)n(CCc3ccccc3)c2)c1
screen / no.	17	18	19	20	21	22	23	24
PG9 Ab binder	0.6	-1.4	2.1	.	-2.4	-1.2	-0.3	1.2
SMARCA2 activ	-2	2	-6	-2	-4	5	0	-2
NPR2 activator	7	-2	-5	-5	0	-2	0	2
Rev-erbA mod	6	-2	0	119*	6	-2	-1	-1
rCAG RNA binder	-1	9	4	2	4	4	6	8
ABHD4 inh	-11	10	-25	12	-2	-31	-11	-1
ARFGAP1 inh	-2	14	8	.	-2	-7	-19	4
ASAP1 GAP inh	4	3	13	.	1	-8	4	14
HTRA1 inh	-4	17	.	.	-31	-39	18	-34
NPR1 activator	6	4	-4	5	-6	-6	5	-2

Results in sequence from the entries so far:
Entries 12–23 in NPR2 activator: 2, 1, 1, 4, -3, 7, -2, -5, -5, 0, -2, 0

Next section.
[25] CC(NC1=CC(=O)c2cccnc2C1=O)C(O)c1ccccc1 (stereo unspecified)
[26] Cc1ccc(C)c(-n2c(-c3ccncc3)n[nH]c2=S)c1
[27] COc1ccc(NC(=O)CCCn2cnc3ccccc3c2=O)c(OC)c1
[28] Cc1ccc(NC(=S)N2CC(C)OC(C)C2)cc1C (stereo unspecified)
[29] CCC(=O)N1Cc2cc(C(=O)N(C)C)nc(-c3cccc(-c4cncnc4)c3)c2[C@@H]1CCO
[30] CC(C)CCn1c(O)c(N=NC(=O)Cn2ccc(C(F)(F)F)n2)c2ccccc21
[31] CCC(C)[C@H](NC(=O)NCc1cccnc1)C(=O)OC (stereo partly specified)
[32] CCOC(=O)CSc1nc2nc(C)cc(C)n2n1
screen / no.	25	26	27	28	29	30	31	32
PG9 Ab binder	-6.3	1.1	-3.1	-3.3	0.7	-2.2	-3.6	-1.3
SMARCA2 activ	0	1	-3	2	7	7	0	-1
NPR2 activator	-4	-2	-2	1	2	2	3	-2
Rev-erbA mod	1	0	2	-5	-3	-6	-3	-1
rCAG RNA binder	5	-1	4	-4	0	-1	-2	2
ABHD4 inh	25	2	-3	4	4	-4	-4	1
ARFGAP1 inh	27*	3	3	15	6	9	12	3
ASAP1 GAP inh	17	13	-9	-6	-8	9	17	7
HTRA1 inh	27	6	2	0	.	-3	2	2
NPR1 activator	-5	1	-6	3	4	2	-3	2

A draw from above in order of count of non-hydrogen atoms, high to low.
[27] COc1ccc(NC(=O)CCCn2cnc3ccccc3c2=O)c(OC)c1
[31] CCC(C)[C@H](NC(=O)NCc1cccnc1)C(=O)OC (stereo partly specified)
[28] Cc1ccc(NC(=S)N2CC(C)OC(C)C2)cc1C (stereo unspecified)
screen / no.	27	31	28
PG9 Ab binder	-3.1	-3.6	-3.3
SMARCA2 activ	-3	0	2
NPR2 activator	-2	3	1
Rev-erbA mod	2	-3	-5
rCAG RNA binder	4	-2	-4
ABHD4 inh	-3	-4	4
ARFGAP1 inh	3	12	15
ASAP1 GAP inh	-9	17	-6
HTRA1 inh	2	2	0
NPR1 activator	-6	-3	3

(continued)
[33] COc1ccc(-c2nc(CN3CCCCC3c3nccn3C)c(C)o2)c(C)c1C (stereo unspecified)
[34] COc1ccc(NC(=O)c2ccc(Br)c(S(=O)(=O)N3CCOCC3)c2)cc1
[35] Cc1ccc(CNC(=O)C2(C)CCN2C(=O)Cc2ccc(-c3ccccc3)cc2)cc1 (stereo unspecified)
[36] C[C@H]1CN([C@@H](C)CO)C(=O)CCCn2nncc2CO[C@@H]1CN(C)Cc1cccc(O)c1
[37] CN(CC#CC1=CCCCC1)/C(N)=N/C(=O)OCc1ccccc1
[38] O=C(Nc1nccs1)c1ccc(N2CCOCC2)c([N+](=O)[O-])c1
[39] CC(=O)N1CCc2cc(NS(=O)(=O)c3cccs3)ccc21
[40] CN(C)/C=C1/C=C(C=O)OC1=O
screen / no.	33	34	35	36	37	38	39	40
PG9 Ab binder	1.7	-0.4	0.3	-1.9	.	-3.7	-2.1	-0.5
SMARCA2 activ	-4	-2	-5	-2	3	2	-3	2
NPR2 activator	3	9	-2	2	7	-4	0	2
Rev-erbA mod	3	1	3	-4	2	1	-5	-7
rCAG RNA binder	-1	3	6	-1	0	2	7	-1
ABHD4 inh	-8	2	-9	8	-7	-1	-1	6
ARFGAP1 inh	7	8	-4	9	.	3	-5	8
ASAP1 GAP inh	10	0	1	19	.	-11	-16	-19
HTRA1 inh	-11	5	.	4	.	1	3	9
NPR1 activator	5	1	0	3	0	-2	-3	6

[41] NC(=S)N/N=C\c1c(OCc2ccccc2Cl)ccc2ccccc12
[42] COc1ccccc1C(=O)NNC(=O)C(=O)Nc1ccc(C)c(Cl)c1
[43] O=C(c1cc(-c2cccc(O)c2)on1)N1CCCCCC1
[44] O=C(CNc1cccc(C(F)(F)F)c1)N/N=C/C1CCCCC1
[45] O=C1/C(=C/c2ccc(O)cc2)COc2ccccc21
[46] CC(=O)Nc1ccc2nc(NC(=O)COc3ccc(C)cc3)sc2c1
[47] Cn1ccnc1CN1CCC[C@]2(CC[C@H](CCC#N)O2)C1
[48] Cc1ccccc1OCC(=O)NNC(=O)C1CCCCC1C(=O)O (stereo unspecified)
[49] CCOc1cc(N2CCOCC2)c(OCC)cc1NCC(=O)N1CCN(Cc2ccccc2)CC1
[50] COc1cc(NCCCCC(C)N)c2nccc(C)c2c1 (stereo unspecified)
screen / no.	41	42	43	44	45	46	47	48	49	50
PG9 Ab binder	-0.6	-2.8	1.2	-2.5	-0.7	1.4	.	2.4	-0.2	-4.8
SMARCA2 activ	-5	-2	-1	0	2	-1	-4&-3	-3	-3	-4
NPR2 activator	-7	5	-4	3	-9	-1	-3&-9	2	23	1
Rev-erbA mod	-6	4	-1	-1	0	5	4&-2	0	2	-17
rCAG RNA binder	15	8	0	1	7	1	1&3	1	-10	13
ABHD4 inh	-33	-3	-3	7	-8	-6	0&2	1	16	19
ARFGAP1 inh	-15	-2	-9	2	3	4	.	2	-2	5
ASAP1 GAP inh	4	7	-4	3	12	16	.	-10	-5	-2
HTRA1 inh	-87	0	-1	-10	3	-8	.	1	8	15
NPR1 activator	-2	-1	0	0	-6	-4	1&0	0	23	0
